Assay outcomes as filed in PubChem.
HT1080-NT tox – kills 2HG-producing HT-1080-NT fibrosarcoma cells. HT-1080-NT fibrosarcoma viability, CellTiter-Glo ATP luminescence, 48 h. Potency, µM (series often up to 46.1 µM), for inactives: at the top dose activity, negative = less viability, hits mostly cytotoxic. 360,000 tested, 1.6% active. AID 686970;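 also: NT is the 2HG producing partner of a matched IDH1 knockdown line; 0% = DMSO-treated cells and -100% = media-only wells without cells; nearly all actives have a fitted effect of over 55% in size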
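Luminescent CellTiter-Glo readout after 48 hours of compound exposure at 37 degrees C defined viability of HT-1080-NT cells. Activity was normalized to DMSO wells and cell-free media wells; concentration-response curves were fitted and assigned curve classes.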
GLP1R cytotox – cytotoxicity in counter-screen for GLP-1R inverse agonists. HEK293 cAMP-luciferase reporter cells, luminescence, 24 h. Potency, µM (top dose mostly 38.3 µM), without a hit: at the highest dose activity change, negative = inhibition, usual class: inhibitors. 410,000 tested, 0.13% active. AID 624418;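 also: loss of luciferase light is scored as toxicity; % is scaled to controls: 0 for no effect and ±100 for the full control effect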
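1536-well qHTS counterscreen of the MLSMR; 200 cells/uL, 12 h pre-incubation, 23 nL cpd, 24 h at 37 deg C 5% CO2, luciferase detection reagent, 12 min RT, luminescence. Inhibition = undesired.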
KB-3-1 cytotox – KB-3-1 parental cell cytotoxicity; 400,000 tested, 1.4% active; Potency, µM (highest dose often 46.1 µM), without a hit: at the top dose activity change, negative = cytotoxic, usual class: cytotoxic; KB-3-1 viability, CellTiter-Glo ATP luminescence, 72 h; also: % is scaled to controls: 0 for no effect and ±100 for the full control effect; nearly all actives have a fitted effect of over 60% in size
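Multi-concentration cytotoxicity screen in KB-3-1 cells grown in DMEM lacking phenol red with 10% FBS. After 72 h at 37 °C with compound, ATP-dependent luminescence was recorded.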
HT1080 IDH1KD tx – HT-1080 IDH1 knockdown cell toxicity (counter line). HT-1080 IDH1 knockdown viability, ATP luminescence, 48 h. Potency, µM (series often up to 46.1 µM), for the others: at the top dose activity, negative = toxicity, most hits filed as cytotoxic. 360,000 tested, 2% active. AID 686971;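 also: 0% = DMSO wells and -100% = cell-free medium wells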
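Cytotoxicity counter-line: IDH1KD HT-1080, 48 h, CellTiter-Glo. Curves classed by r2, magnitude and activity.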
TDP43 rescue – TDP-43 toxicity inhibition in yeast | TDP-43 expressing yeast growth rescue, BacTiter-Glo, 24 h | Potency, µM (highest dose often 46.1 µM), without a hit: at the top dose growth rescue (activation), most hits filed as activators | 410,000 tested, 1.8% active | AID 652104; also: % of control where 0% means no effect; nearly all actives have a fitted effect of over 50% in size
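Readout is BacTiter-Glo luminescence of cell growth, so inhibitors register as activators. TDP-43-expressing yeast at OD600=0.02 in galactose medium, after raffinose pregrowth to mid-log, were incubated with compound for 24 hr at 30 deg C.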
GLP1R inv ag – GLP-1 receptor (human) inverse agonism; P43220; 410,000 tested, 1.6% active; Potency, µM (highest dose often 38.3 µM), without a hit: at the highest dose activity change, negative = inhibition, actives largely listed as inhibitors; HEK293 GLP-1R CRE-luciferase, luminescence, 24 h; GLP-1R form is constitutively active; AID 624417; also: % is scaled to controls: 0 for no effect and ±100 for the full control effect; nearly all actives have a fitted effect of over 55% in size
Target sequence (P43220 whole entry, looked up): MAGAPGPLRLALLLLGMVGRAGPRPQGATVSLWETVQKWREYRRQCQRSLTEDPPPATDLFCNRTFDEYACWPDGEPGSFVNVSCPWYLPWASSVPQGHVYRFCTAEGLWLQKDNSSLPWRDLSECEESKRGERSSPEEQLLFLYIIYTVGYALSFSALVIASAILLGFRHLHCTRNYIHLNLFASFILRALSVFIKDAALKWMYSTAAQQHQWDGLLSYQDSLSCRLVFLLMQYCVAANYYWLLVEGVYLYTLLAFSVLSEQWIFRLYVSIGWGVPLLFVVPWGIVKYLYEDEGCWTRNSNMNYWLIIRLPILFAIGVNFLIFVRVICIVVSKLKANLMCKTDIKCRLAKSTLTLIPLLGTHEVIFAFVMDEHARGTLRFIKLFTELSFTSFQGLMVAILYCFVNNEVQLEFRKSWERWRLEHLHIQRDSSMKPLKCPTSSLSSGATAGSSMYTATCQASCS
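Constitutively active GLP-1R drives a cAMP-responsive luciferase in stably transfected HEK293 cells; test compounds are added after overnight (12 h) attachment and left 24 hr, and signal loss in luminescence marks inhibition.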
SW480 rereplic – DNA re-replication induction in SW480 cells; SW480 DNA re-replication, Hoechst DNA content imaging, 48 h; 340,000 tested, 1.8% active; Potency, µM (series often up to 46.1 µM), inactives show at the top dose re-replication activation, most hits filed as activators; also: % of control where 0% means no effect; nearly all actives have a fitted effect of over 55% in size
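DNA re-replication was detected as more nuclei of elevated Hoechst intensity after 48 hr exposure to compound (23 nL pinned per well of 250 cells).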
GLP1R ag – agonists of human GLP-1 receptor; P43220; HEK293 GLP-1R CRE-luciferase, luminescence, 4-6 h; cells express a hypersensitive GLP-1R form; Potency, µM (series often up to 45.6 µM), inactives show top-dose activation, usual class: activators; 380,000 tested, 0.007% active; AID 624172; also: % of control where 0% means no effect
KB-V1 MDR tox – kills drug-selected multidrug resistant KB-V1 cells. KB-V1 MDR cells viability, CellTiter-Glo, 72 h. 400,000 tested, 3.4% active. Potency, µM (highest dose often 46.1 µM), without a hit: at the highest dose activity change, negative = cytotoxicity, usual class: cytotoxic; also: % is scaled to controls: 0 for no effect and ±100 for the full control effect; nearly all actives have a fitted effect of over 60% in size
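Cytotoxicity via CellTiter-Glo luminescence after 72 h compound exposure at 37 degrees C. Cells: drug-selected KB-V1 line, DMEM phenol-red free plus 10% FBS. Compounds tested at multiple concentrations; normalized data fitted to concentration-effect curves.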
An asterisk follows results filed as active; u = inconclusive; x = no result given; [ ] = remark or other dose. Calls follow the shape of the dose curve; as a rule, active = well fitted curve in the direction sought with a large enough effect; inconclusive = small, poorly fitted or top-dose-only effect, or another doubt; inactive = no such curve, though single readings can be large; an effect the other way counts as inactive or inconclusive. Potency is read from the fitted curve at half-maximal effect. Compounds were not picked by outcome. Share with any hit: about 9.4%.

Sequence of screens – HT1080-NT tox	GLP1R cytotox	KB-3-1 cytotox	HT1080 IDH1KD tx	TDP43 rescue	GLP1R inv ag	SW480 rereplic	GLP1R ag	KB-V1 MDR tox
- O=C(Nc1ccc(O)c(-c2nc3ccccc3o2)c1)C1(c2ccc(Cl)cc2)CCCC1
    4.2%	-0.4%	u	-1.7%	17.6%	u	0.8%	-7.0%	u
- CCC(=O)Nc1ccc(/C(C)=N\NC(=O)c2ccc(OC)cc2)cc1
    3.2%	-1.3%	6.3%	5.1%	24.1%	-5.8%	-1.9%	3.6%	14.7%
- O=C(Nc1ccccc1O)c1cccc(S(=O)(=O)N2CCOCC2)c1
    9.0%	-7.1%	17.3%	0.8%	-19.6%	12.0%	-5.9%	8.0%	15.6%
- CCOc1ccc(-c2nnc3sc(COc4ccccc4)nn23)cc1
    10.0%	-7.3%	6.6%	2.4%	22.8%	2.5%	-6.3%	-6.9%	8.8%
- CCC(CC)C(=O)N(C)c1c(C)nc2c(OCCC3CCCCC3)cccn12
    -11.5%	-1.3%	-0.2%	-20.7%	28.5%	-0.3%	x	9.0%	-4.6%
- Cc1ccc(C)c2[nH]c(=O)c(CCNC(=O)c3cc4ccccc4o3)cc12
    7.5%	0.3%	-24.5%	9.8%	0.0%	1.7%	-1.8%	0.4%	-14.5%
- Cc1nc(SCC(=O)Nc2ccc(C)c(F)c2)c2oc3ccccc3c2n1
    3.8%	1.4%	0.9%	13.8%	20.7%	12.8%	-2.7%	-3.8%	2.1%
- COc1ccc(-c2oc3ccc(-c4cc(OC)c(OC)c(OC)c4)cc3c2C(=O)c2ccc(OC)nc2)cc1
    1.2%	1.6%	0.0%	-0.1%	2.6%	3.1%	-12.0%	6.3%	20.3%
- O=C(O)c1cc2nc3c(c(C(F)(F)F)n2n1)CCc1ccccc1-3
    11.3%	-3.6%	4.8%	9.6%	6.0%	9.8%	-2.3%	-24.1%	7.6%
- CCN1CCN(C(=O)/C=C/c2ccccc2[N+](=O)[O-])CC1
    0.6%	-0.4%	-2.3%	17.4%	2.5%	5.4%	-1.6%	11.1%	8.3%
- CS(=O)(=O)N(CC(=O)N1CCOCC1)c1cccc(Cl)c1
    0.5%	-5.8%	-1.5%	-6.2%	7.4%	-7.6%	x	2.4%	12.1%
- C[C@H]1CN(S(=O)(=O)C(C)(C)C)[C@H](CCO)/C1=C\c1ccccc1
    -0.5%	1.5%	0.0%	-2.1%	5.0%	-19.7%	u	2.2%	0.0%
- COc1ccccc1/C=N/Nc1nncc2ccccc12
    12.0%	-17.7%	11.9%	18.1%	24.9%	24.9%	-7.1%	15.7%	-22.9%
- COC(=O)c1ccc2c(c1C(=O)OC)CN(S(=O)(=O)C(C)(C)C)[C@H]2CCO
    7.2%	-4.4%	0.0%	6.8%	-1.0%	3.7%	-5.5%	4.9%	0.0%
- COc1ccc(CCNC(=O)C(C)OC(=O)c2cccs2)cc1OC (stereo not given)
    9.2%	-17.3%	-1.2%	-0.3%	-11.8%	-11.0%	-13.7%	9.5%	3.6%
- Nc1nc(Nc2ccccc2F)nc(N2CCCC2)c1[N+](=O)[O-]
    u	-9.3%	u	-20.4%	-6.2%	21.8%	u	u	u
- CC1(C(=O)NC2CCN(Cc3ccccc3)CC2)CCN1Cc1cc2ccccc2o1 (stereo not given)
    -21.3%	2.9%	0.0%	-12.5%	15.7%	-7.6%	x	-5.2%	-0.7%
- CCCCCCSc1ccc([C@@H]2[C@@H]3C(=O)N(C)C(=O)[C@@H]3[C@]3(C(=O)OC)CCCCN23)cc1
    u	-18.4%	u	u	-28.5%	u	11.4%	-1.7%	-28.6%
- O=C(CCN1C(=O)c2ccccc2C1=O)NNC(=O)c1ccc(Cl)cc1Cl
    17.2%	9.3%	-4.4%	1.4%	4.1%	5.6%	-1.7%	-3.1%	u
- COC(=O)C1=C(C)N(CCCC(=O)O)C(=O)NC1c1ccccc1OS(=O)(=O)c1ccc([N+](=O)[O-])cc1 (stereo not given)
    -1.7%	u	21.2%	2.3%	4.0%	15.7%	1.2%	-0.8%	24.7%
- CC(=O)c1cccc(S(=O)(=O)N2CCC(C(=O)Oc3ccc(-c4nnco4)cc3)CC2)c1
    17.4%	1.5%	13.2%	6.5%	-2.5%	13.1%	-29.5%	0.6%	0.0%
- COc1ccc(-c2c(C#Cc3ccsc3)c3ccccc3n2C)cc1
    -12.4%	-1.3%	u	-1.0%	27.8%	u	u	-0.2%	-0.1%
- CC(C)C(C(=O)Nc1ccc2c(c1)OCO2)N1C(=O)c2ccccc2C1=O (stereo not given)
    4.2%	-10.7%	5.7%	1.5%	u	0.0%	-8.9%	-6.0%	14.9%
- O=C1N/C(=C\c2ccc(N3CCOCC3)c(F)c2)C(=O)N1Cc1ccccc1
    u	31.9%[activator]	-5.2%	18.4µM*	-4.8%	6.0%	-5.2%	19.6%	-23.3%
- CCOC(=O)c1sc2ncnc(N3CCN(C(=O)OCC)CC3)c2c1C
    -3.2%	-9.9%	-6.9%	-5.2%	u	-1.1%	12.9%	9.6%	-35.4%
- CCOC(=O)c1ccc(NC(=O)COC(=O)Cc2csc(-c3ccccc3)n2)cc1
    -1.2%	-10.6%	7.1%	12.4%	u	0.0%	-76.7%[inhibitor]	14.0%	1.3%
- CCOc1ccc(NC(=O)CN(C)C(=O)c2cn(-c3ccccc3)nc2-c2cccs2)cc1OCC
    -5.4%	-8.9%	2.7%	-23.7%	8.0%	u	8.6%	0.2%	u
- COc1ccc2[nH]cc(CCNS(=O)(=O)c3ccc(C)cc3)c2c1
    -13.9%	-8.3%	-14.7%	-12.0%	-32.3%[inhibitor]	u	17.1%	6.6%	-3.0%
- CN(C)S(=O)(=O)c1ccc(C(=O)NCCSc2ccccc2)cc1
    -4.7%	-18.9%	-3.0%	-9.7%	-2.6%	-13.8%	1.1%	-10.5%	-13.6%
- Cc1ccc(S(=O)(=O)N(C)C)cc1NC(=O)C(C)OC(=O)/C=C/c1cccs1 (stereo not given)
    7.3%	5.8%	16.4%	5.4%	-11.7%	-8.6%	-10.3%	8.3%	-0.6%

Single records, as listed above. Screens in order: HT1080-NT tox	GLP1R cytotox	KB-3-1 cytotox	HT1080 IDH1KD tx	TDP43 rescue	GLP1R inv ag	SW480 rereplic	GLP1R ag	KB-V1 MDR tox
Profile of CCOc1ccc(-c2nnc3sc(COc4ccccc4)nn23)cc1 → 10.0%	-7.3%	6.6%	2.4%	22.8%	2.5%	-6.3%	-6.9%	8.8%
Profile of CC(C)C(C(=O)Nc1ccc2c(c1)OCO2)N1C(=O)c2ccccc2C1=O (stereo not given) → 4.2%	-10.7%	5.7%	1.5%	u	0.0%	-8.9%	-6.0%	14.9%

Further records follow.
Sequence of screens – HT1080-NT tox	GLP1R cytotox	KB-3-1 cytotox	HT1080 IDH1KD tx	TDP43 rescue	GLP1R inv ag	SW480 rereplic	GLP1R ag	KB-V1 MDR tox
- CC(C)NC(=O)c1cc(C2CCCCN2C(=O)c2ccccc2)on1 (stereo not given)
    15.0%	-0.8%	0.0%	23.2%	0.0%	6.7%	x	0.0%	4.0%
- CC(OC(=O)c1ccc(S(=O)(=O)NCc2ccco2)cc1)C(=O)Nc1ccccc1 (stereo not given)
    1.7%	16.8%	-1.2%	-15.3%	-11.4%	12.8%	0.6%	0.9%	-23.6%
- O=C(CNC(=O)c1cccc(-n2cccc2)c1)Nc1ccccc1Br
    3.3%	-14.5%	21.5%	2.9%	-11.7%	4.3%	x	-2.2%	-16.5%
- COc1ccc(NC(=O)CN(C)C(=O)c2cc(-c3ccco3)nc3ccccc23)cc1
    -0.6%	11.6%	2.2%	1.1%	9.5%	-25.0%	3.5%	-1.6%	u
- Cc1ccc(NC(=O)c2nc[nH]c2C(=O)NCCCNC(=O)c2[nH]cnc2C(=O)Nc2ccc(C)cc2)cc1
    16.7%	-4.7%	6.8%	15.3%	3.4%	17.8%	0.9%	-5.2%	8.6%
- COc1ccc(-n2cc(CN[C@H]3CCCCNC3=O)c(-c3cccc(F)c3)n2)cc1
    -14.9%	-2.5%	-15.1%	-1.4%	3.3%	u	-3.6%	-0.9%	5.0%
- CSc1ccc(/C=N/NC(=O)COc2ccc(Br)cc2Cl)cc1
    -0.2%	1.3%	-2.7%	-0.3%	6.6%	4.7%	-4.7%	0.1%	-1.2%
- CC(C)C1(C2CCCC2)NC(=O)NC1=O (stereo not given)
    0.0%	6.5%	-0.6%	12.0%	-11.5%	3.5%	1.3%	2.6%	-2.8%
- COc1ccc(NC(=O)C(C)Sc2nnc(C3CC3)n2C2CC2)cc1 (stereo not given)
    11.0%	-17.3%	3.3%	2.2%	3.1%	1.0%	-1.9%	0.9%	11.7%
- CC(NC(=O)Cc1ccccc1)C1COc2ccccc2O1 (stereo not given)
    0.7%	5.0%[0.307 µM]	-8.7%	14.2%	6.4%	4.8%[0.307 µM]	-2.7%	-1.0%	1.1%
- Cc1cc(C)c(S(=O)(=O)N2CCCCC2CCNC(=O)C(=O)NCc2cccnc2)c(C)c1 (stereo not given)
    -0.5%	-30.7%	2.8%	8.0%	22.1%	u	-5.6%	-4.6%	8.2µM*
- COC(=O)Nc1ccc(S(=O)(=O)N2CCCC(C(=O)N3CC(C)OC(C)C3)C2)cc1 (stereo not given)
    0.1%	-19.4%	0.7%	7.4%	13.1%	-4.5%	-37.7%[inhibitor]	11.9%	11.2%
- CCOc1cc(C#N)c(NC(=O)c2ccc(OC)c(S(=O)(=O)N3CCCCC3)c2)cc1OCC
    x	0.4%	-1.0%	x	23.8%	6.5%	x	x	2.5%
- COC(=O)c1cccc(NC(=S)N2CCCCC2)c1
    11.7%	0.9%	14.9%	u	-8.4%	-2.5%	1.2%	0.0%	0.6%
- O=C(O)CCN1C(=O)c2ccc(Oc3ccc4c(c3)C(=O)N(CCC(=O)O)C4=O)cc2C1=O
    -1.6%	-9.6%	11.1%	2.0%	27.8%	-13.7%	-3.0%	-12.6%	0.6%
